inhibitors of VEEV: inhibitors of VEEV TC-83 cytopathic effect, confirmation, Vero cells (AID 588727); inhibition, % at 20 µM, or IC50 in µM where a hit was titrated; Vero cells, VEEV TC-83 cytopathic effect inhibition; higher % means a stronger effect; 0.13% of 350,000 active; in the data active = a potency from the dose series; inconclusive = inhibition mostly from about 14% at the one dose, without a potency; inactive = the rest, 99 in 100 with inhibition below about 12%; note: strong numbers were not always called active
Salmonella PhoP GFP: PhoP regulon inhibitors, Salmonella typhi PhoP promoter GFP reporter, confirmatory (AID 1850); Salmonella Typhi PhoP-promoter GFP reporter, fluorescence, 4 h; higher % means a stronger effect; one-dose inhibition, % at 50 µM; IC50 in µM for titrated hits; 0.33% of 310,000 active; in the data active = a potency from the dose series; inconclusive = inhibition mostly from about 25% at the one dose, without a potency; inactive = the rest, 99 in 100 with inhibition below about 19%;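 note: 0% = induced wells with vehicle and 100% = uninduced wells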
H37Rv inhibition: M. tuberculosis growth inhibition, HTS (AID 449762); M. tuberculosis H37Rv growth inhibition, 7H9 media; higher % means a stronger effect; inhibition, % at 25 µM, or IC50 in µM where a hit was titrated; 0.59% of 330,000 active; in the data active = a potency from the dose series; inconclusive = inhibition above about 70% without an active follow-up result;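 note: bacterial growth assessed after seven days of incubation; strong numbers were not always called active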
M. tuberculosis: growth inhibition of non-replicating M. tuberculosis (AID 488890). 0.39% of 320,000 active. inhibition, % at 25 µM; hits with a dose series show IC50 in µM. Mycobacterium tuberculosis non-replicating, growth inhibition; higher % means a stronger effect; in the data active = a potency from the dose series; inconclusive = inhibition mostly from about 82% at the one dose, without a potency; inactive = the rest, 99 in 100 with inhibition below about 76%;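 note: plate controls were DMSO cells for no effect and high antibiotic wells for full effect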
H1N1 NS1A inhibition: NS1A inhibition, H1N1 influenza, cell based functional assay (AID 504329); NS1A functional cell-based assay, percent inhibition; higher % means a stronger effect; inhibition, % at 12.5 µM; hits with a dose series show IC50 in µM; 0.3% of 340,000 active; in the data active = a potency from the dose series; inconclusive = inhibition above about 27% without an active follow-up result; note: strong numbers were not always called active
inhibitors of VEEV 10K pilot screen: also measured in inhibitors of VEEV; calls as there; inhibition, %; measured here: 10K pilot screen inhibition
Active calls of the source: *; i = inactive; ? = inconclusive; nt = no result given.

SMILES	inhibitors of VEEV	Salmonella PhoP GFP	H37Rv inhibition	M. tuberculosis	H1N1 NS1A inhibition	others
O=C(Cn1nnc(-c2ccccc2)n1)NNC(=O)c1ccc(Br)cc1	5.6%	-4%	21%	-13%	1%
CN(C)CCN(C(=O)c1cccc(Cl)c1)c1nc2c(Cl)cccc2s1	0.4%	3%	5%	7%	5%	inhibitors of VEEV 10K pilot screen=3.3
CC1CCCCN1C(=S)NC(=O)c1cc(Br)ccc1Cl (centres undefined)	1.6%	nt	52%	?	-15%
COc1ccccc1OCc1ccc(C(=O)NCC2CCCO2)cc1 (centres undefined)	0.1%	nt	-4%	1%	-8%
CCc1cc(C(=O)NC2CCCN(Cc3ccccc3F)C2)n(C)n1 (centres undefined)	i	-8%	7%	2%	-3%
CCc1cc(-c2n[nH]c(C)c2-c2nc3ccccc3n2C)c(O)cc1O	8.3%	-2%	-4%	15%	nt
CCOC(=O)c1cccc(C(=O)Oc2ccccc2)n1	1.1%	-11%	-3%	-8%	-18%
CC1CC(C)CN(C(=O)c2ccc3ccccc3c2)C1 (centres undefined)	0.8%	-5%	28%	25%	0%
Cc1ccc(C(=O)N/C(=C\c2cccs2)C(=O)NCCc2c[nH]c3ccccc23)cc1C	0.7%	2%	-5%	23%	3%
Cc1ccc(NC(=O)c2cc(=O)[nH]c3ccccc23)cc1	i	0%	-2%	-1%	-4%
COc1ccc(NC2CCCN(C(=O)CCc3cccc(Cl)c3)C2)cc1 (centres undefined)	0.7%	-16%	6%	14%	9%
O=C(Nc1cccc(F)c1)c1ccc(S(=O)(=O)N2CCOCC2)cc1	i	-3%	-4%	nt	7%
O=C(Cc1cccc2ccccc12)Nc1ccc(N2CCOCC2)cc1	2.0%	3%	-2%	11%	-3%
Cc1cccc(OCC(=O)NCC(=O)n2nc(C)cc2C)c1	i	-7%	-3%	-2%	-5%
Cc1ccc(C(=O)NC2CC3CCCC(C2)N3Cc2ccccc2)cc1 (centres undefined)	0.7%	1%	-3%	10%	-1%
COc1ccc(NC(=O)[C@@H](NC(=O)c2ccccc2F)C(C)C)cc1S(=O)(=O)N1CCOCC1	1.2%	-1%	0%	-1%	1%
Cc1ccc(N(C(=O)Cn2nnc(-c3ccc(F)cc3)n2)C(C(=O)NC(C)(C)C)c2ccncc2)cc1 (centres undefined)	0.7%	1%	8%	23%	1%
COc1ccc(/C(N)=N/OC(=O)CCCc2ccccc2)cc1OC	2.2%	2%	15%	20%	-2%
CCCc1cc(=O)[nH]c(Nc2ccc(Cl)cc2)n1	3.4%	6%	12%	33%	-8%
COc1ccc(S(=O)(=O)N2CCN(Cc3cc(OC)c(OC)cc3OC)CC2)cc1	0.1%	-3%	-7%	14%	-2%
CCN(CC(=O)NCCCN1CCOCC1)S(=O)(=O)c1ccc(Cl)cc1	1.6%	3%	-8%	3%	8%
COC(=O)c1cc(NC(=S)N2CCN(C(=O)C3CCCO3)CC2)cc(C(=O)OC)c1 (centres undefined)	0.6%	-10%	10%	25%	6%
CCCCn1c(N)c(N(CCOC)C(=O)c2sc3cc(F)ccc3c2Cl)c(=O)[nH]c1=O	7.8%	1%	-1%	nt	-5%
Cc1ccc(Cn2ccc(-c3cnc(-c4ccccc4)s3)n2)cc1	1.4%	4%	-2%	66%	-1%
CCN1CCN(C(=O)CN(C)S(=O)(=O)c2ccc(Cl)cc2)CC1	i	7%	-5%	-10%	21%
Cc1ccc(CNc2ccc3c(c2)OCO3)cc1	i	5%	?	80%	21%
COc1ccc(-n2nc3c(c2NC(=O)C(C)Cl)CSC3)cc1 (centres undefined)	1.3%	-26%	2%	5%	-10%
CC1(C)CC(=O)C=C(Nc2ccc([N+](=O)[O-])cc2)C1	0.4%	-7%	5%	11%	-11%
COc1ccccc1CN1C[C@@H]2C[C@@H](c3cccc(O)c3)N3CCC[C@@]23C1=O	0.7%	-1%	-1%	43%	4%
CC(=O)Nc1cc(NC(C)=O)cc(C(=O)NC(C)(C)C)c1	2.3%	-2%	-4%	2%	7%
COCCNC(=O)c1ccc2c(c1)S(=O)(=O)c1cc(Cl)ccc1C2=O	0.2%	nt	-17%	-6%	-2%	inhibitors of VEEV 10K pilot screen=0.4
NC(=O)c1c(NC(=O)c2c(F)cccc2F)sc2c1CCN(Cc1ccccc1)C2	8.3%	-4%	6%	46%	3%
COc1ccc(NC(=O)CSc2ncn[nH]2)c([N+](=O)[O-])c1	1.2%	21%	-15%	-1%	0%
O=C(COC(=O)c1ccc[nH]c1=O)Nc1cc(S(=O)(=O)N2CCCCC2)ccc1Cl	i	-6%	-6%	3%	-5%
N#CC1=C(N)N2C(=C(C#N)C1c1ccccc1)Sc1ccccc12 (centres undefined)	nt	-10%	6%	15%	nt
O=C1CCC/C(=N/Nc2ccc(Cl)cc2)C1	i	4%	?	3.7µM*	13%
COC(=O)c1cc(=O)[nH]c(SCc2cccc(C)c2)n1	0.3%	8%	-1%	nt	2%
O=C(O)c1ccccc1Sc1ncnc2sccc12	2.4%	-10%	-4%	-6%	5%
CN(C)c1ccc(NC(=O)CSc2nc3ccccc3c(=O)n2CC2CCCO2)cc1 (centres undefined)	0.7%	0%	-4%	-8%	1%
CCN(CC)CCCN=C(N)N	nt	-2%	4%	-6%	nt
Cc1cccc(C)c1NCc1nnc(SCC(=O)Nc2nc(-c3ccccc3)cs2)n1-c1ccccc1	i	-10%	6%	?	-7%
COc1ccc(C(=O)N/C(=C\c2cn(C)c3ccccc23)C(=O)NCCCn2ccnc2)cc1OC	3.0%	5%	1%	-5%	4%
CSc1cc(CS(=O)(=O)c2ccccc2)nc(-c2ccccc2)n1	2.1%	-5%	2%	-3%	-11%
COC(=O)C1=C(C(=O)c2ccccc2)C(c2cccs2)n2nnnc2N1 (centres undefined)	0.6%	-11%	-4%	-2%	-10%
COCCNC(=O)CSc1nc2cc(OC)c(OC)cc2c(=O)n1CCc1ccc(S(N)(=O)=O)cc1	0.6%	-3%	0%	7%	-7%
O=C(NCCN1C(=O)S/C(=C\c2ccc(Cl)cc2Cl)C1=O)C1=COCCO1	8.7%	-5%	7%	33%	0%
C[C@H](CO)N1C[C@H](C)[C@@H](CN(C)S(=O)(=O)c2ccccc2)Oc2c(NC(=O)NC3CCCCC3)cccc2C1=O	2.2%	nt	9%	35%	-2%	inhibitors of VEEV 10K pilot screen=5.2
COc1cc(C(=O)OCC(=O)N(CC(C)C)C2CCS(=O)(=O)C2)cc(OC)c1C (centres undefined)	0.3%	nt	-1%	3%	-5%
CC(C)(C)C(=O)NC(=O)Nc1ccccc1C(F)(F)F	1.1%	0%	10%	4%	-16%
OC(COc1ccc(OCC(O)CN2CCCCC2)cc1)CN1CCCCC1 (centres undefined)	i	9%	7%	-15%	9%

15 entries out of the list, ordered by number of heavy atoms, high to low:
SMILES	inhibitors of VEEV	Salmonella PhoP GFP	H37Rv inhibition	M. tuberculosis	H1N1 NS1A inhibition	others
C[C@H](CO)N1C[C@H](C)[C@@H](CN(C)S(=O)(=O)c2ccccc2)Oc2c(NC(=O)NC3CCCCC3)cccc2C1=O	2.2%	nt	9%	35%	-2%	inhibitors of VEEV 10K pilot screen=5.2
Cc1cccc(C)c1NCc1nnc(SCC(=O)Nc2nc(-c3ccccc3)cs2)n1-c1ccccc1	i	-10%	6%	?	-7%
COCCNC(=O)CSc1nc2cc(OC)c(OC)cc2c(=O)n1CCc1ccc(S(N)(=O)=O)cc1	0.6%	-3%	0%	7%	-7%
CN(C)c1ccc(NC(=O)CSc2nc3ccccc3c(=O)n2CC2CCCO2)cc1 (centres undefined)	0.7%	0%	-4%	-8%	1%
O=C(COC(=O)c1ccc[nH]c1=O)Nc1cc(S(=O)(=O)N2CCCCC2)ccc1Cl	i	-6%	-6%	3%	-5%
COc1cc(C(=O)OCC(=O)N(CC(C)C)C2CCS(=O)(=O)C2)cc(OC)c1C (centres undefined)	0.3%	nt	-1%	3%	-5%
OC(COc1ccc(OCC(O)CN2CCCCC2)cc1)CN1CCCCC1 (centres undefined)	i	9%	7%	-15%	9%
O=C(NCCN1C(=O)S/C(=C\c2ccc(Cl)cc2Cl)C1=O)C1=COCCO1	8.7%	-5%	7%	33%	0%
COC(=O)C1=C(C(=O)c2ccccc2)C(c2cccs2)n2nnnc2N1 (centres undefined)	0.6%	-11%	-4%	-2%	-10%
N#CC1=C(N)N2C(=C(C#N)C1c1ccccc1)Sc1ccccc12 (centres undefined)	nt	-10%	6%	15%	nt
COc1ccc(NC(=O)CSc2ncn[nH]2)c([N+](=O)[O-])c1	1.2%	21%	-15%	-1%	0%
COC(=O)c1cc(=O)[nH]c(SCc2cccc(C)c2)n1	0.3%	8%	-1%	nt	2%
O=C(O)c1ccccc1Sc1ncnc2sccc12	2.4%	-10%	-4%	-6%	5%
O=C1CCC/C(=N/Nc2ccc(Cl)cc2)C1	i	4%	?	3.7µM*	13%
CCN(CC)CCCN=C(N)N	nt	-2%	4%	-6%	nt

(more compounds)
SMILES	inhibitors of VEEV	Salmonella PhoP GFP	H37Rv inhibition	M. tuberculosis	H1N1 NS1A inhibition	others
CC(O)(C#CCN1CCCC1)c1ccccc1 (centres undefined)	0.5%	-7%	-5%	20%	0%
COc1ccc(NC(=O)c2cc(-c3ccco3)on2)cc1OC	2.0%	8%	4%	3%	4%
COc1ccc(NC(=O)O/N=C2/CCCc3ccc(OC)cc32)cc1	6.3%	3%	67%	35%	2%
Cc1cc2cc(CNC(=S)Nc3ccc(OC(F)F)cc3)ccc2[nH]1	0.7%	-3%	-7%	?	12%
CC1CCN(S(=O)(=O)c2ccc3c(c2)NC(=O)CS3)CC1	1.7%	-3%	4%	15%	-5%
CC(=O)c1c(C)[nH]c(C(=O)Nc2c(C)n(C)n(-c3ccccc3)c2=O)c1C	0.6%	-9%	-5%	-6%	1%
Cc1ccc(C(=O)N/C(=C/c2ccc(N(C)C)cc2)C(=O)NCC2CCCO2)cc1 (centres undefined)	1.3%	-2%	3%	3%	-9%
CCOC(=O)C1C2C=CC3(CN(Cc4ccco4)C(=O)C13)O2 (centres undefined)	0.5%	-2%	-13%	0%	15%
Cc1nccn1S(=O)(=O)c1cc([N+](=O)[O-])ccc1Cl	i	-3%	-2%	-18%	14%
CC(=O)Nc1ccc(S(=O)(=O)Nc2nccs2)cc1	0.7%	4%	-4%	60%	-28%
O=C1Nc2ccccc2/C1=C\c1cccn1-c1ccc(OC(F)(F)F)cc1	i	-3%	70%	27%	9%
O=c1nccc(SCc2ccc(Cl)cc2Cl)[nH]1	1.9%	-3%	-9%	-9%	-4%
Cc1ccc(S(=O)(=O)NC2=NCN(CC(=O)O)CN2)cc1	i	4%	10%	-3%	11%
CC(C)(O[C@@H]1O[C@H](CO)[C@@H](O)[C@H](O)[C@H]1O)[C@@H]1CC=C(C(=O)O)CC1	0.9%	nt	-9%	-5%	-21%
CCn1nnc(-c2ccccc2NC(=O)c2cc(OC)c(OC)c(OC)c2)n1	0.5%	-3%	41%	7%	8%
Brc1ccc(CSc2nnc3ccccn23)cc1	1.2%	2%	-6%	-7%	-12%
COc1ccc(-c2nn(C)c(=O)c3ccccc23)cc1CNC(=O)C1CCCCC1	?	2%	-1%	19%	1%
O=Cc1cc2ccccc2nc1SCc1ccc(Cl)c(Cl)c1	6.5%	-7%	7%	24%	-7%
CC1CCCC(NC(=O)Cn2cc(C(F)(F)F)cc(Cl)c2=O)C1C (centres undefined)	2.5%	nt	11%	2%	-11%
Cc1ccc(-c2nnn(CC(=O)N(CC(=O)NC3CCCCC3)c3cccc(F)c3)n2)o1	3.0%	nt	nt	nt	-1%
O=C(O)c1ccc(-n2cccc2/C=C2/SC(=O)N(CC(=O)N3CCCC3)C2=O)cc1	0.6%	-4%	-2%	-5%	-4%
CCOc1ccc(C(=O)NCC(=O)N2CCN(c3ccc(C(F)(F)F)cn3)CC2)cc1	0.8%	nt	-3%	29%	1%
CCN=C1S/C(=C\c2cc(Cl)c(OC)c(OC)c2)C(=O)N1CC	4.7%	-3%	6%	7%	1%
O=C(O)c1ccc(N/N=C/c2ccc3nccnc3c2)cc1	i	21%	6%	3%	-1%
CN(C)c1nc(NCc2ccccc2)nc(N/N=C/c2ccc(Br)cc2)n1	1.2%	0%	3%	23%	1%
CC[C@]12c3[nH]c4cc(CCC(=O)N(C)C)ccc4c3CCN1C(=O)[C@@H](CC(=O)NCCCN(C)C)C[C@@H]2C(=O)N1CCN(C(=O)C2CC2)CC1	0.5%	nt	nt	nt	-4%
